LYPLA1 counter = LYPLA1 inhibitors, primary screen, counter-screen for PME1 inhibitor project, biochemical, fluorescence polarization, FP-Rh probe ABPP. AID 2174, 2009. Acyl-protein thioesterase 1 (Homo sapiens), O75608. inhibition, % at 5.9 µM. recombinant LYPLA1. actives 0.16% (n = 320,000);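 active = inhibition above the mean of all tested compounds plus 3 SD, set per campaign, cut at about 14% in these data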;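 also: inhibitors block serine hydrolase probe labeling of LYPLA1 so polarization falls; 0% = enzyme with DMSO and 100% = wells lacking LYPLA1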
Target sequence (O75608 whole entry, looked up): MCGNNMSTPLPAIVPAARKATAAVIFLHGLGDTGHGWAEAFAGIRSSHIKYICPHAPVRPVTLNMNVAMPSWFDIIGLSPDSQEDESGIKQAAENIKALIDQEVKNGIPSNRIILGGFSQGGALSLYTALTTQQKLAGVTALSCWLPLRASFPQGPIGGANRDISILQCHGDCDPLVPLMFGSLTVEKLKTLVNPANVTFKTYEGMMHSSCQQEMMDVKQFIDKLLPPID
PAD4 FP inh = human PAD4 inhibitors, primary screen, biochemical, fluorescence polarization, 1536-well format; Protein-arginine deiminase type-4 (Homo sapiens), Q9UM07; recombinant PAD4, RCA probe fluorescence polarization; inhibition, % at 6.36 µM; actives 0.41% (n = 330,000); AID 485272, 2010;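 active = percent inhibition above a cutoff equal to the mean of all tested compounds plus 3 SD, cut at about 15% in these data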;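 also: 0% = PAD4 with RCA probe and DMSO and 100% = probe without PAD4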
pPAFAH inh = pPAFAH enzyme inhibitors, primary screen, biochemical, fluorescence polarization, human; recombinant pPAFAH, FP-rhodamine probe fluorescence polarization; inhibition, % at 3.39 µM; actives 1.5% (n = 330,000); AID 463082, 2010;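 active = inhibition above the mean inhibition across the screen plus 3 SD, cut at about 25% in these data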;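 also: inhibitors block binding of the rhodamine activity-based probe so polarization drops; 0% = enzyme with DMSO and 100% = wells lacking pPAFAH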
Target sequence (Q13093 whole entry, looked up): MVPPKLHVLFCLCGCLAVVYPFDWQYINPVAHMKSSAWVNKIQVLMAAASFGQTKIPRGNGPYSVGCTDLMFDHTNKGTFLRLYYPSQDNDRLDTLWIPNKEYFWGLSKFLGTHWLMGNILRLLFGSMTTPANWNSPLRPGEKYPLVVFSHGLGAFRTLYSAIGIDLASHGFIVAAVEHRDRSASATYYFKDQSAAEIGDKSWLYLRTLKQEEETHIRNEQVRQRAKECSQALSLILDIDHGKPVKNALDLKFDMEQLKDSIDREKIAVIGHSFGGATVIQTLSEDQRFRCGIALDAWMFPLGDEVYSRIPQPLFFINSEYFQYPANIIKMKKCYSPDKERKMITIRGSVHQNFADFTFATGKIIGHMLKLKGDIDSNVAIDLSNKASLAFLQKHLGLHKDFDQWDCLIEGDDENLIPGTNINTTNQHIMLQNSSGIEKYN
PAFAH1B2 inh = PAFAH1B2 enzyme inhibitors, primary screen, biochemical, fluorescence polarization, human | Platelet-activating factor acetylhydrolase IB subunit alpha2 (Homo sapiens), P68402 | recombinant PAFAH1B2, FP-rhodamine activity probe | inhibition, % at 3.39 µM | actives 1.2% (n = 340,000);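 active = inhibition above the mean of all tested compounds plus 3 SD, cut at about 24% in these data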;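 also: 0% = enzyme with DMSO and 100% = wells lacking PAFAH1B2; many of its hits are not listed in these tables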
Target sequence (P68402 whole entry, looked up): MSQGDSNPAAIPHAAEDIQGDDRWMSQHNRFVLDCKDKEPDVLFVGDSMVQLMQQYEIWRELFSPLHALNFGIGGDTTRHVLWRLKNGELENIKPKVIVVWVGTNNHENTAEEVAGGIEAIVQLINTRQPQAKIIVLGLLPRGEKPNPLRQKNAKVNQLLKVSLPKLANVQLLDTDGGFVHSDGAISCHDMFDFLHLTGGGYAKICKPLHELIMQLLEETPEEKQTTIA
PME-1 primary = PME-1 inhibitors via competitive probe labeling, primary screen, biochemical, fluorescence polarization, FP-Rh probe, HTS. Protein phosphatase methylesterase 1 (Homo sapiens), Q9Y570. recombinant PME-1. inhibition, % at 5.9 µM. actives 0.53% (n = 320,000);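 active = inhibition above the campaign mean of all compounds plus 3 SD, cut at about 26% in these data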;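 also: competitive labeling of PME-1 active site by serine hydrolase directed probe; 0% = PME-1 with DMSO and 100% = wells lacking PME-1 enzyme; inhibitors block probe labeling so polarization falls and inhibition rises; many of its hits are not listed in these tables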
PAFAH1B3 FP inh = PAFAH1B3 enzyme inhibitors, primary screen, biochemical, fluorescence polarization, human; Platelet-activating factor acetylhydrolase IB subunit alpha1 (Homo sapiens), Q15102; recombinant PAFAH1B3, FP-rhodamine probe; inhibition, % at 3.39 µM; actives 0.28% (n = 340,000); AID 492972, 2010;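 active = inhibition above the screen-wide average of all tested compounds plus 3 SD, cut at about 25% in these data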;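 also: 0% = enzyme with DMSO only and 100% = wells lacking PAFAH1B3 protein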
GSTO1 inh = inhibitors of recombinant GSTO1, primary screen, counter-screen for RBBP9 inhibitor project, biochemical, fluorescence polarization. activity-based probe fluorescence polarization. Glutathione S-transferase omega-1 (Homo sapiens), P78417. actives 1.1% (n = 300,000). inhibition, % at 5.96 µM;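 active = inhibition above the campaign mean inhibition plus 3 SD, cut at about 35% in these data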;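 also: 0% = GSTO1-1 with DMSO and 100% = wells lacking GSTO1-1 enzyme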
Fam108B counter = mouse Fam108B serine hydrolase inhibitors, primary screen, counter-screen for RBBP9 inhibitor project, biochemical, fluorescence polarization | recombinant Fam108B, FP-Rh probe fluorescence polarization | inhibition, % at 9.51 µM | actives 0.33% (n = 300,000);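 active = inhibition above the screen mean inhibition plus 3 SD, computed separately per campaign, cut at about 18% in these data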;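 also: inhibitors lower polarization as less probe binds the enzyme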
PAFAH2 FP inh = PAFAH2 enzyme inhibitors, primary screen, biochemical, fluorescence polarization, human; Platelet-activating factor acetylhydrolase 2, cytoplasmic (Homo sapiens), Q99487; recombinant PAFAH2, FP-rhodamine activity probe; inhibition, % at 3.39 µM; actives 0.99% (n = 340,000); AID 492956, 2010;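 active = inhibition above the mean over all tested compounds plus 3 SD, cut at about 30% in these data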;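 also: inhibitors block probe labeling of enzyme so polarization drops; 0% = enzyme with DMSO and 100% = wells lacking PAFAH2 protein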
Starred values were filed as active, the others as inactive; . = no result given.

SMILES	LYPLA1 counter	PAD4 FP inh	pPAFAH inh	PAFAH1B2 inh	PME-1 primary	PAFAH1B3 FP inh	GSTO1 inh	Fam108B counter	PAFAH2 FP inh
CC(=O)NCC(=O)N(C)C(C(=O)Nc1ccc(C(C)C)cc1)c1ccccc1 (centres undefined)	-1	3	7	6	2	-3	0	1	-4
Cc1ccc(N(Cc2cc3ccc(C)cc3[nH]c2=O)C(=O)c2ccco2)cc1	-3	1	6	2	-2	0	-1	-1	0
CCOC(=O)C1=C(CNCc2ccccc2Cl)NC(=O)NC1c1ccc2c(c1)OCO2 (centres undefined)	6	4	-2	6	0	13	5	-1	-8
CCCN(CC(=O)Nc1ccccc1Br)CC(=O)Nc1ccc(F)c(F)c1F	-2	-9	-2	4	2	6	1	6	6
CC(C)c1ccc(C(CC(=O)O)N2Cc3ccccc3C2=O)cc1 (centres undefined)	4	1	9	1	11	7	-5	2	0
CCCCN(C)S(=O)(=O)c1ccc(C(=O)N(CCN(C)C)c2nc3ccc(C)cc3s2)cc1	3	1	3	0	-1	2	4	1	4
O=c1cc(-c2ccccc2)[nH][nH]1	0	35*	8	-1	2	4	38*	2	3
CCOc1ccc(C2c3cc(OC)c(OC)cc3CC(=O)N2c2ccc(OC)cc2)cc1 (centres undefined)	-1	-5	-2	5	3	-7	6	3	9
N/C(=N\NC(=O)c1sccc1OCc1ccc(Cl)cc1Cl)c1ccccn1	2	-1	-5	8	7	11	-7	2	-2
CC(=O)Nc1cccc(NC(=O)COc2nncc3ccccc23)c1	-3	-1	-4	4	-6	1	3	-1	-1
COc1ccc(-c2csc3nc(-c4cccnc4)nc(Cl)c23)cc1OC	-4	11	-1	1	8	2	-1	4	4
Cc1ccnc(NS(=O)(=O)c2ccc3c(c2)CCO3)c1	1	0	0	.	-2	.	17	0	.
COc1ccccc1OCCNC(=O)c1ccccc1OCc1c(C)noc1C	-2	2	-2	0	7	-5	.	.	-3
COc1ccc2ccc(=O)oc2c1CC=C(C)C	2	-2	4	7	-1	5	-5	3	2
Cc1ccc(-c2nnc(NC(=O)CCS(=O)(=O)c3ccc(F)cc3)o2)c(C)c1	4	-3	-3	4	-3	2	8	0	10
C/C=C(\C)C(=O)NCCN1C2=NC[C@H](Cc3ccc(O)cc3)N2C[C@@H]1Cc1ccc(OC)cc1	0	-2	4	2	3	3	-3	0	-5
CCOC(=O)c1c(NC(=O)c2cc(C(C)C)on2)sc(C(C)=O)c1C	-4	-2	-1	0	1	5	3	-4	-3
COc1ccc(CCn2nnc(-c3ccc(NC(C)=O)c(Cl)c3)n2)cc1	3	4	-1	13	-2	3	2	-1	2
CCOC(=O)CSC1=C(C#N)C(=O)NC(c2ccc(OC)cc2)S1 (centres undefined)	1	-3	-1	7	-2	4	6	2	-4
CCOc1ccc(CC(=O)NNC(=S)NC2CCCCC2)cc1OCC	1	1	6	0	-2	8	-4	-3	-1
Cc1ccc(NNc2c(C)nc3ccccc3nc2=O)cc1	3	-3	6	.	9	.	3	5	.
CC1CCN(C(=O)c2scc3c2OCCO3)CC1	0	0	-1	1	2	6	5	-1	9
CC(=O)c1c(C)[nH]c(C(=O)Nc2cccc(C)c2C)c1C	-3	-2	0	4	-8	0	3	1	5
CCN(C(=O)COC(=O)COc1ccc2c(C)cc(=O)oc2c1)C1CCS(=O)(=O)C1 (centres undefined)	4	2	-4	0	-3	13	2	-4	4
Cc1ccc(S(=O)(=O)N2CCCC2C(=O)OCc2ccccc2)cc1 (centres undefined)	2	4	-2	-1	-4	5	2	-4	5
O=C(NCCCn1ccnc1)c1cccc(S(=O)(=O)Nc2ccccc2F)c1	-1	-4	2	-6	7	10	10	5	1
CN(C)S(=O)(=O)N(CC(=O)N1CCOCC1)c1ccccc1	0	2	0	0	0	15	4	-1	0
Cc1cccc(C)c1N=C1NN=C(c2ccccc2F)CS1	-3	-5	4	-3	1	2	4	8	-1
O=C(CN1CCNCC1)Nc1ccccc1Cl	3	1	5	6	-7	6	-3	0	0
COc1cc(OC)cc(-c2c(-c3cccs3)c3cc(-c4cnc(N)nc4)ccc3n2C)c1	.	-1	11	1	.	7	.	.	8
O=C(NCc1ccccc1)c1cc(-n2cnnc2)ccc1Cl	0	1	3	-3	-9	6	10	3	-3
CCc1noc(C)c1C(=O)N(CC)CC(=O)Nc1cc(Cl)ccc1C	2	2	4	-4	0	1	.	.	5
CC(=O)Nc1ccc(S(=O)(=O)NCC(C)NS(=O)(=O)c2ccc(NC(C)=O)cc2)cc1 (centres undefined)	0	1	2	0	0	-2	3	-1	-7
Cc1ccc(CN(C)C(=O)c2cc(COc3cccc(C(F)(F)F)c3)on2)o1	-10	-5	0	-2	-9	-3	-8	-3	-1
C/C(=N\NC(=O)c1cccc(S(=O)(=O)N2CCOCC2)c1)c1ccc(O)cc1	-2	-6	-1	0	3	7	.	.	-5
COc1cccc(C(=O)N(C)Cc2c(C)nn(C3CCS(=O)(=O)C3)c2C)c1 (centres undefined)	.	-2	3	-1	.	-6	.	.	3
Cc1nc(N/N=C/c2ccccc2)nc(N(C)c2ccccc2)c1[N+](=O)[O-]	0	-5	4	2	0	1	0	0	-5
COc1ccc(Br)cc1CN(C)CC(=O)NCc1ccc(F)cc1	1	-1	7	9	-1	11	-5	-4	5
NC(N)=NS(=O)(=O)c1ccc(NC(=S)NC(=O)/C=C/c2ccco2)cc1	-10	-8	16	0	-20	-6	19	-10	-7
O=S1(=O)N[C@@H](CC2=CCCCC2)C2CCCCC2O1 (some centres undefined)	-3	5	0	7	4	5	3	8	5

Shown as labelled records: part of the list above.
O=C(CN1CCNCC1)Nc1ccccc1Cl
  LYPLA1 counter: 3; PAD4 FP inh: 1; pPAFAH inh: 5; PAFAH1B2 inh: 6; PME-1 primary: -7; PAFAH1B3 FP inh: 6; GSTO1 inh: -3; Fam108B counter: 0; PAFAH2 FP inh: 0

CCc1noc(C)c1C(=O)N(CC)CC(=O)Nc1cc(Cl)ccc1C
  LYPLA1 counter: 2; PAD4 FP inh: 2; pPAFAH inh: 4; PAFAH1B2 inh: -4; PME-1 primary: 0; PAFAH1B3 FP inh: 1; GSTO1 inh: .; Fam108B counter: .; PAFAH2 FP inh: 5

Other entries follow.
SMILES	LYPLA1 counter	PAD4 FP inh	pPAFAH inh	PAFAH1B2 inh	PME-1 primary	PAFAH1B3 FP inh	GSTO1 inh	Fam108B counter	PAFAH2 FP inh
Cc1cc(C)cc(NC(=O)COC(=O)CCn2c(C)csc2=O)c1	2	3	-1	4	-2	2	.	.	0
CCN(CC(=O)Nc1ccc(C)c(F)c1)CC(=O)NC(C)C	-1	3	-3	0	-3	6	6	1	-9
CCCOc1ccc(-c2c(C(=O)N/N=C/c3ccc(OCC)cc3)nnn2-c2nonc2N)cc1	-11	-2	1	1	-18	-1	0	-30	-1
CCOc1ccc(CN(C)C(=O)c2cccnc2SC)cc1OC	6	2	2	2	-2	4	-2	-2	9
CCOC(=O)c1c(C)oc2c1c1c(c3ccccc32)OCN(Cc2ccccn2)C1	-2	-14	1	0	11	12	20	10	1
CN=c1scc(C)n1/N=C/c1ccc(O)cc1	0	2	-1	2	0	11	1	-3	-3
CCc1ccc(-c2cc(C(=O)NCc3ccco3)c3ccccc3n2)s1	-2	0	13	8	2	-6	2	5	4
CCOc1ccc(CCNC(=O)COC(=O)c2ccc(OC)c(OC)c2OC)cc1OCC	-5	-2	3	2	-3	2	16	3	20
CCOC(=O)/C(C#N)=C/Nc1ccsc1C(C)=O	2	4	2	2	6	1	-4	10	0
CCC1(c2ccccc2)NC(=O)N(CC(=O)N(C)CC(=O)Nc2c(C)cccc2C)C1=O (centres undefined)	1	-2	5	-1	1	17	1	2	-2
CCC(=O)NC(=S)Nc1ccc(Cl)cn1	2	-2	5	4	-2	2	-3	-6	9
CC(=O)Nc1cccc(NC(=O)CCCC(=O)O)c1	1	-1	1	-1	-6	2	0	-2	-3
O=C(CCCC1=NS(=O)(=O)c2ccccc2N1)OCc1ccc(Cl)cc1	-4	2	6	12	-2	3	8	0	10
COc1ccc2[nH]c3ccccc3c2c1	1	2	12	5	-2	5	8	-1	5
CCOc1ccc(NC(=O)CSC(N)=O)cc1	-1	3	-3	3	10	1	3	-2	-4
CCOc1ccc(OCCC(=O)OCC(=O)NCc2ccccc2)cc1	3	-2	32*	-1	5	-3	4	2	-6
CCc1ccccc1NC(=O)CSc1ncn[nH]1	-1	2	-2	1	-2	4	-3	1	2
CN(C(=O)CCN1C(=O)S/C(=C\c2ccccc2)C1=O)C1CCS(=O)(=O)C1 (centres undefined)	0	0	-2	5	-2	11	10	0	2
CCn1c(=O)c(C(=O)CN2CC(C)OC(C)C2)c(N)n(Cc2ccccc2)c1=O (centres undefined)	0	-7	0	3	-2	5	1	0	1
O=C(O)CCNc1cc(N2CCN(C(=O)c3ccco3)CC2)c2noc3c2c1C(=O)c1ccccc1-3	3	21*	74*	-2	-9	-8	63*	38*	-16
Cc1nn(CC(=O)NCCc2cccs2)c(=O)c2cc3ccccc3n12	1	0	6	1	-4	-1	0	-11	-6
COc1ccc(C(C#N)N2N=C(c3ccccc3)CC2c2ccccc2)cc1OC (centres undefined)	-2	-3	1	1	0	3	2	2	-1
COc1ccc(N(CC(=O)N2CCN(c3cccc(C)c3C)CC2)S(=O)(=O)c2c(C)noc2C)cc1	-3	-3	4	2	0	4	6	-1	-3
CC(=O)n1cc([C@H]2C=C(C(=O)N3CCN(Cc4ccc5c(c4)OCO5)CC3)O[C@@H](OCc3ccc(CO)cc3)C2)c2ccccc21	-7	-6	3	0	9	11	-1	1	-2
CC(C)CC(=O)O/N=C1\C(=O)N(c2ccccc2)c2ccccc21	-5	-6	3	3	17	-3	0	-5	0
CCC(=O)OCC(=O)N=c1sccn1Cc1ccc(C)cc1	1	-1	2	-6	-1	2	4	-1	1
Cc1ccc(CNC(=O)c2nnn(CC(=O)Nc3cccc(C)c3C)c2N)cc1	-1	2	0	1	-11	-1	-12	-4	-5
CC[C@]12c3[nH]c4cc(CCC(=O)N(C)C)ccc4c3CCN1C(=O)[C@@H](CC(=O)NC(C)(C)C)C[C@@H]2C(=O)N1CCN(C(=O)C2CC2)CC1	.	-1	1	0	.	8	.	.	-2
CCN(CC(=O)Nc1ccc2c(c1)OCCO2)C(=O)/C=C/c1cccc(OC)c1OC	-4	-5	-4	-1	4	-8	9	-3	3
Cc1coc2c1c(C)cc1oc(=O)c(CC(=O)N[C@H](C(=O)O)C(C)C)c(C)c12	-3	-3	7	0	-7	0	-3	-5	6
CC1(C)C2CCC1(C)C(NC1=NCCC1)C2 (centres undefined)	3	-3	-2	0	0	5	4	0	-5
CCOC(=O)c1ccccc1NC(=O)Cn1cnc2c1c(=O)n(C)c(=O)n2C	4	1	1	3	-4	3	6	2	-2
Cc1cccc2cc(C#N)c(NCCCNS(=O)(=O)c3ccc(Cl)cc3)nc12	-7	-7	4	5	2	-5	-14	-1	-6

Some of the compounds tested; the hit share may differ from the screen's.
